# Bioassay records from PubChem.
# SR-BI DiI inh – inhibitors of SR-BI mediated HDL lipid uptake, primary screen, ldlA[mSR-BI] cells, fluorescence, single point | AID 488896, 2010 | 0.96% of 320,000 active | ldlA[mSR-BI] CHO cells, DiI-HDL uptake fluorescence, 3 h | inhibition, % at 12.5 µM | Scavenger receptor class B member 1 (Mus musculus), Q61009;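 active means mean replicate inhibition of at least 70% and a set share of replicates each scoring 70 or more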;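 further: 0% = median of neutral control wells and 100% = median of positive control wells; values of inactives mirror those of a sister screen read the other way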
# Target sequence (Q61009 whole entry, looked up): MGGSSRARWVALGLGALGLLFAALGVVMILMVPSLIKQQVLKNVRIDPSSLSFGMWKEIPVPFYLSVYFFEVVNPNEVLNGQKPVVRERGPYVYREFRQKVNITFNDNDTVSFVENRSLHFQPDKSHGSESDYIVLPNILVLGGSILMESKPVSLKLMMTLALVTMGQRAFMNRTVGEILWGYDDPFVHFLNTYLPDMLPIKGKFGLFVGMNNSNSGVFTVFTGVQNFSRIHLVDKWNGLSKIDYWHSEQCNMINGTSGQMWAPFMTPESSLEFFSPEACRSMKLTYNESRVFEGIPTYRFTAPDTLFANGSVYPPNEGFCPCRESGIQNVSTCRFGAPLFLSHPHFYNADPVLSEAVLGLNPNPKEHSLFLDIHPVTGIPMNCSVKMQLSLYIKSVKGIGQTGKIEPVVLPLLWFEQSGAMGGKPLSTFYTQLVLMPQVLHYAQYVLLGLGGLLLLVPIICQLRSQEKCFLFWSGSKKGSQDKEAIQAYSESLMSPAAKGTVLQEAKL
# NSD2 HMT inh – NSD2 histone methyltransferase inhibitors, primary screen, biochemical, AlphaScreen, single concentration, set 2. Histone-lysine N-methyltransferase NSD2 (Homo sapiens), O96028. NSD2 peptide methylation, 120 min. inhibition, % at 12.5 µM. 0.54% of 310,000 active; in the data active means inhibition above about 50%
# PKA-R2B activ – activators of PKA-R2B holoenzyme, primary screen, biochemical, fluorescence polarization, Cy5-IP20, human; cAMP-dependent protein kinase catalytic subunit beta (Homo sapiens) + cAMP-dependent …; PKA-R2B holoenzyme dissociation; R2B truncated from residue 108, S112A mutant; 0% DMSO only, 100% 113 µM cGMP; activation, % at 11.4 µM; 0.079% of 340,000 active; AID 504700, 2011;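 active means activation above a cutoff set at the mean over all compounds plus 3 SD, cut at about 18% in these data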;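 further: higher means more holoenzyme dissociation and a rise in polarization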
# Target sequence (P31323 whole entry, looked up, other chains not shown, the tested form may be a part): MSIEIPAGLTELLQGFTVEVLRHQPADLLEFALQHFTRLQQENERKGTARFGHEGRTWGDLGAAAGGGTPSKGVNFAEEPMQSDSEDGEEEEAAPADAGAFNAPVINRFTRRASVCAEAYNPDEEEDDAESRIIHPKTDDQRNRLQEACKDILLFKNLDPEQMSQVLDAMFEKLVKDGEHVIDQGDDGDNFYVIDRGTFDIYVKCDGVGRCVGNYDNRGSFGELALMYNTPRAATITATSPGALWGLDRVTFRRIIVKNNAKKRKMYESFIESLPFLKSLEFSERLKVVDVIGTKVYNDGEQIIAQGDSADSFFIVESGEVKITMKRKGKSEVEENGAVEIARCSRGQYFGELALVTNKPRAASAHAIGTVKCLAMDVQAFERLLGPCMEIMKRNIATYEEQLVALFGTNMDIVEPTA
# PvdQ inh – P. aeruginosa PvdQ acylase inhibitors, primary screen, biochemical, fluorescence, plate reader and imaging, single point; purified PvdQ acylase; PvdQ acylase [Pseudomonas aeruginosa LESB58]; inhibition, % at 10 µM; 0.063% of 340,000 active; in the data active means inhibition above about 30%, passing the limit was not always enough;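 further: 0% = vehicle neutral wells and 100% = reference inhibitor wells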
# Keap1 Nrf2 FP – Keap1-Nrf2 protein-protein interaction inhibitors, primary screen, biochemical, fluorescence polarization, single point | Kelch-like ECH-associated protein 1 (Homo sapiens), Q14145 | Keap1 Kelch-Nrf2 peptide fluorescence polarization, 1536-well | inhibition, % at 9.4 µM | 0.15% of 340,000 active; in the data active means inhibition above about 12%;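 further: human Keap1 Kelch domain with fluorescein labeled Nrf2 9mer peptide probe; 0% = neutral control wells and 100% = peptide positive control; higher means more block of Keap1 binding to Nrf2 peptide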
# SR-BI DiI-HDL act – activators of SR-BI mediated DiI-HDL uptake, primary screen, ldlA[mSR-BI] CHO cells, DiI fluorescence; 3 h; 100 = double the neutral-control signal; activation, % at 12.5 µM; 0.096% of 320,000 active; AID 504775, 2011;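 active means mean replicate activation of at least 60% and every replicate at or above 60%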;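 further: 0% = median plate neutral-control signal and 100% = twice that signal; values of inactives mirror those of a sister screen read the other way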
#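 material = CHO ldlA[mSR-BI] cells | medium = Ham's F12 with 0.5% BSA, HEPES 25 mM, pH 7.4 | reagent = fluorescent DiI-HDL, 10 µg/mL final | compound dosing = single-point compound dose | incubation = 3 h, 37 °C | measured by = bottom-read fluorescence, 550/595 nm | measure = HDL uptake via cellular fluorescence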
# Cardiac RTF inh – cardiac RTF calcium sensitivity inhibitors, primary screen, biochemical, IANBD-TnC fluorescence, EC70 calcium | Troponin I, cardiac muscle (Homo sapiens) + Troponin T, cardiac muscle (Homo sapiens) + … | IANBD-labeled cardiac RTF, Ca2+ fluorescence | inhibition, % at 7.15 µM | 0.12% of 340,000 active;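 active means inhibition above the mean inhibition of all tested compounds plus 3 SD, cut at about 17% in these data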;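 further: assay run at fixed EC70 calcium of 1.6 mM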
# Arrestin-AP2 inh – inhibitors of beta-arrestin/AP2 binding, primary screen, biochemical, GPCR trafficking, flow cytometry; FITC-arrestin peptide / GST-AP2 beads; AP2 beta2 appendage carries R879A mutation; inhibition, % at 10 µM; 0.31% of 340,000 active;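 active means inhibition above a set limit, near 3 SD of compounds lacking own fluorescence, cut at about 54% in these data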;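 further: plate controls were DMSO wells for no effect and 5 µM unlabelled arrestin peptide for full effect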
#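 System: GST-AP2 R879A bound to glutathione beads, E. coli-expressed. Also added: 50 nM FITC-arrestin peptide. Schedule: compound with beads 12 min RT, then probe 1 h RT. Signal: bead flow cytometry, FITC channel. Read-out basis: percent response.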
# DAGLB inh – DAGLB lipase inhibitors, primary screen, biochemical, fluorescence, HTS | Diacylglycerol lipase-beta (Homo sapiens), Q8NCG7 | HEK293T DAGLB membrane lysate, EnzChek fluorogenic substrate | inhibition, % at 5.17 µM | 0.059% of 340,000 active | AID 504411, 2011; in the data active means inhibition above about 34%;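 further: 0% = enzyme with vehicle and 100% = wells lacking enzyme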
# C-LANA FP – inhibitors of KSHV C-LANA binding to DNA, primary screen, biochemical, fluorescence polarization, FAM-LBS DNA, MBP-C-LANA, single point; Kaposi's sarcoma herpesvirus LANA C-terminal domain (residues 932-1162) DNA binding; inhibition, % at 9 µM; 0.078% of 340,000 active; AID 504423, 2011;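 active means highest replicate inhibition at or above 60% at 9 µM, even if other replicates fall short; inactive means all replicates below 60% inhibition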;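 further: 0% = neutral control wells and 100% = 4 µM acridine orange control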
# An asterisk follows results filed as active; nt = not tested or not shown.
SMILES,SR-BI DiI inh,NSD2 HMT inh,PKA-R2B activ,PvdQ inh,Keap1 Nrf2 FP,SR-BI DiI-HDL act,Cardiac RTF inh,Arrestin-AP2 inh,DAGLB inh,C-LANA FP
COc1ccc(CCNC(=O)CCn2c(=O)c3cccn3c3cccnc32)cc1OC,7,-3,-11,-8,1,-7,-5,-10,0,-0.8
CC(=O)Nc1ccccc1N(CC(O)Cn1c2ccccc2c2ccccc21)S(=O)(=O)c1ccc(C)cc1 (centres undefined),-13,0,-1,-17,1,13,-4,-5,1,0.2
C=CCn1c(CCNC(=O)c2ccccc2F)nnc1SCC(=O)Nc1ccc(OC)cc1,-7,29,-1,6,2,7,-3,35,-2,-0.4
CC(C)Oc1ccc(C2C(C(=O)c3ccco3)=C(O)C(=O)N2Cc2cccnc2)cc1 (centres undefined),-9,-3,-14,5,0,9,9,17,-2,-0.8
CCN(C(=S)Nc1ccccc1F)C1CCCCC1,-2,23,5,-10,-3,2,0,-1,-2,1.8
CCC(C)Sc1nc2c(c(=O)[nH]c(=O)n2C)n1C (centres undefined),-8,-5,2,-8,-5,8,-10,5,0,-1.7
CCc1cccc(CC)c1NC(=S)NCc1ccc2[nH]c(C)cc2c1,56,nt,4,-10,-2,-56,-7,-4,6,-1.0
CSc1ccccc1OCc1cc(C(=O)N(C)C(C)c2ccccn2)no1 (centres undefined),10,-1,-3,-10,0,-10,-7,8,1,1.4
CC1(C)CC(=O)c2c(O)cc(OCC(=O)Nc3ccc(CCO)cc3)cc2O1,5,nt,1,7,-3,-5,-10,-4,-1,-0.4
O=C(/C=C/c1ccc(OC(F)F)cc1)Nc1cccc(S(=O)(=O)NC2=NCCCCC2)c1,64,29,-10,-9,2,-64,-6,-11,-1,0.7
COc1ccc(OCCCC(=O)Nc2nccs2)cc1,3,0,-5,4,-3,-3,-3,23,-1,0.7
CCCCCOC(=O)c1c(N)n(CCOC)c2nc3ccccc3nc12,-8,61*,-10,-16,-2,8,1,9,-2,0.0
O=C(NC1CCCCC1)C1CCN(C(=O)c2ccc(-c3ccccc3)cc2)CC1,-21,2,-8,-3,1,21,-7,-2,-2,1.9
CCCCCC(=O)OCCc1c(C)nc2nc[nH]n2c1=O,-16,-5,9,-5,-5,16,-3,0,3,-2.5
O=c1c(=NNc2ccccc2Cl)c(=O)c2ccccc12,-14,1,-6,0,-1,14,0,-5,1,1.3
CN(C)S(=O)(=O)c1cc(C(=O)NCCCn2ccc3ccccc32)ccc1Cl,18,-7,3,-1,-1,-18,-6,9,-4,7.3
CCc1ccc(/C=N/NC(=O)c2nnn(-c3nonc3N)c2CN2CCc3ccccc32)cc1,24,-2,-3,-5,-1,-24,-1,-14,-2,-0.4
NC1CCN(c2c(F)cc3c(=O)c(C(=O)O)cn(C4CC4)c3c2Cl)C1 (centres undefined),nt,nt,0,-4,-1,nt,-16,16,1,-0.4
CCn1c(C2CCN(S(=O)(=O)c3ccc(OC)cc3)CC2)n[nH]c1=S,13,1,10,-5,5,-13,-12,17,5,-0.7
C=CCN1C=C2C(=O)C(C)(OC(=O)CC)C(=O)C=C2C=C1CCCC (centres undefined),-19,nt,-3,10,1,19,-2,19,-1,3.5
O=C(N/N=C\c1cccc(Cl)c1)c1ccc(Cn2cc(Br)c([N+](=O)[O-])n2)o1,18,6,5,-4,1,-18,-9,-5,3,-0.7
Cc1ccc(NC(=O)Cn2nnc3ccccc32)c(C)c1,2,-2,-6,0,3,-2,-1,34,-1,0.5
CC(NC(=O)c1cccs1)C(c1cccs1)N1CCN(c2ccccc2)CC1 (centres undefined),15,1,2,-10,-1,-15,-6,-11,-4,1.1
COc1ccccc1S(=O)Cc1ccc(C(=O)NC2CCCC2)o1 (centres undefined),6,nt,4,4,0,-6,-4,13,-4,1.8
CCOc1ccc(NC(=O)CCSc2ccc(C)cc2)cc1,-8,-3,2,1,-1,8,-3,14,-7,2.5

# 5 of these compounds, reformatted.
molecule | SR-BI DiI inh | NSD2 HMT inh | PKA-R2B activ | PvdQ inh | Keap1 Nrf2 FP | SR-BI DiI-HDL act | Cardiac RTF inh | Arrestin-AP2 inh | DAGLB inh | C-LANA FP
O=C(N/N=C\c1cccc(Cl)c1)c1ccc(Cn2cc(Br)c([N+](=O)[O-])n2)o1 | 18 | 6 | 5 | -4 | 1 | -18 | -9 | -5 | 3 | -0.7
Cc1ccc(NC(=O)Cn2nnc3ccccc32)c(C)c1 | 2 | -2 | -6 | 0 | 3 | -2 | -1 | 34 | -1 | 0.5
CC(NC(=O)c1cccs1)C(c1cccs1)N1CCN(c2ccccc2)CC1 (centres undefined) | 15 | 1 | 2 | -10 | -1 | -15 | -6 | -11 | -4 | 1.1
COc1ccccc1S(=O)Cc1ccc(C(=O)NC2CCCC2)o1 (centres undefined) | 6 | nt | 4 | 4 | 0 | -6 | -4 | 13 | -4 | 1.8
CCOc1ccc(NC(=O)CCSc2ccc(C)cc2)cc1 | -8 | -3 | 2 | 1 | -1 | 8 | -3 | 14 | -7 | 2.5

# An excerpt from above in order of SMILES length, descending:
SMILES,SR-BI DiI inh,NSD2 HMT inh,PKA-R2B activ,PvdQ inh,Keap1 Nrf2 FP,SR-BI DiI-HDL act,Cardiac RTF inh,Arrestin-AP2 inh,DAGLB inh,C-LANA FP
O=C(N/N=C\c1cccc(Cl)c1)c1ccc(Cn2cc(Br)c([N+](=O)[O-])n2)o1,18,6,5,-4,1,-18,-9,-5,3,-0.7
CCc1cccc(CC)c1NC(=S)NCc1ccc2[nH]c(C)cc2c1,56,nt,4,-10,-2,-56,-7,-4,6,-1.0
COc1ccccc1S(=O)Cc1ccc(C(=O)NC2CCCC2)o1 (centres undefined),6,nt,4,4,0,-6,-4,13,-4,1.8

# Further results follow.
SMILES,SR-BI DiI inh,NSD2 HMT inh,PKA-R2B activ,PvdQ inh,Keap1 Nrf2 FP,SR-BI DiI-HDL act,Cardiac RTF inh,Arrestin-AP2 inh,DAGLB inh,C-LANA FP
CCCCOc1ccc(-c2nnn(CC(=O)c3c[nH]c4ccccc34)n2)cc1,-2,nt,-5,4,-6,nt,2,15,-5,3.7
COc1ccc(NC(=S)NNC(=O)OC(C)(C)C)cc1OC,-18,0,-2,-3,2,18,-4,-5,-1,0.3
Cc1ccc(-c2csc3ncnc(NCCC(=O)O)c23)cc1,-14,-3,-7,-10,-1,14,-3,16,-2,1.8
O=C(CSc1ccc(Br)cc1)NC1CCCCCC1,8,-1,-5,-21,-7,-8,-5,-12,-4,-2.2
Cc1cc(C)c(C(=O)COC(=O)CN2C(=O)NC3(CCCC3)C2=O)cc1C,8,-2,-13,0,1,-8,1,28,-2,1.1
CCCCSC1=N/C(=C/c2ccsc2)C(=O)N1c1ccccc1,47,-3,6,-7,-4,-47,-9,-9,-14,0.3
CCCCCCn1c(=O)c(F)cn(Cc2ccc(OC)c([N+](=O)[O-])c2)c1=O,-5,-1,-1,-8,0,5,-21,3,-7,3.2
CCOC(=O)Nc1nc(-c2ccccc2)c(C(=O)c2ccc(Cl)cc2)s1,83*,0,-7,-1,-2,-83,-2,5,-5,0.3
CCc1ccc2[nH]cc(S(=O)(=O)c3ccc(C)c(C)c3)c(=O)c2c1,-12,0,-8,-6,-3,12,0,1,2,-4.6
COc1cc(N/N=C(\C)c2ccc(N)cc2)nc(-c2ccccc2)n1,79*,0,-1,-11,-1,-79,2,-5,0,0.8
COc1ccc(C(=O)N2c3ccccc3CC2C)cc1OC (centres undefined),44,0,-11,-13,-8,-44,4,3,2,3.0
Cc1ccc(NC(=O)COC(=O)C2CC2(Cl)Cl)cc1C (centres undefined),-10,nt,2,7,-5,10,5,37,-4,-0.9
COc1ccccc1NC(=O)N1CCN(Cc2ccc3c(c2)OCO3)CC1,nt,-3,-6,-5,0,nt,-14,-17,-4,-1.3
O=C(Nc1cccc(C(=O)N2CCCCC2)c1)C1CCCCC1,-11,nt,0,-18,-4,11,-9,-2,-2,1.7
C=C(C)COc1ccc(-c2ncncc2-c2ccccc2OC)c(O)c1,10,-3,-23,-5,1,-10,0,3,-9,0.8
Cc1onc(-c2c(Cl)cccc2Cl)c1C(=O)NCc1ccco1,3,-5,2,-10,-4,-3,-7,0,2,-1.3
O=[N+]([O-])c1cc(F)c(N2CCOCC2)cc1N1CCCCC1,26,20,1,-7,4,-26,2,-11,6,0.1
CCc1ccc(-c2cc(C(=O)O)c3ccccc3n2)s1,-3,1,2,-20,-1,3,-10,6,1,1.8
Cc1nn(-c2ccccc2)c(Cl)c1C1C(C#N)=C(N)OC2=C1C(=O)CC(C)(C)C2 (centres undefined),-10,0,5,-7,-2,10,-4,7,-3,-0.2
CCCN(C(=O)c1cccc(S(=O)(=O)N2CCN(C)CC2)c1)c1c(N)n(Cc2ccccc2)c(=O)[nH]c1=O,-36,-1,-4,8,3,36,0,10,0,0.1
CC(Oc1ccccc1)C(=O)NNS(=O)(=O)c1ccc([N+](=O)[O-])cc1 (centres undefined),-28,-3,-8,-10,5,28,-1,6,1,1.6
COc1cc(NC(=O)c2cc3cccc(OC)c3o2)cc(C(=O)Nc2cccc(C(F)(F)F)c2)c1,60,nt,-13,0,-3,-60,-16,2,-5,-0.9
COC(=O)c1sc(S(=O)(=O)N2CCN(c3ccc(OC)cc3)CC2)c(C(=O)OC)c1C,-2,3,0,-7,-3,2,2,-5,-4,-1.6

# An excerpt taken from the entries so far:
SMILES,SR-BI DiI inh,NSD2 HMT inh,PKA-R2B activ,PvdQ inh,Keap1 Nrf2 FP,SR-BI DiI-HDL act,Cardiac RTF inh,Arrestin-AP2 inh,DAGLB inh,C-LANA FP
COc1ccccc1NC(=O)N1CCN(Cc2ccc3c(c2)OCO3)CC1,nt,-3,-6,-5,0,nt,-14,-17,-4,-1.3
O=C(Nc1cccc(C(=O)N2CCCCC2)c1)C1CCCCC1,-11,nt,0,-18,-4,11,-9,-2,-2,1.7
